# MEP2 TOR yeast – modulators of MEP2-GFP levels in yeast, primary screen, S. cerevisiae, multiplex flow cytometry, MLPCN library | AID 2016, 2009 | S. cerevisiae MEP2-GFP strain, 3 h; 100% = DMSO control level | GFP response vs DMSO, % at 10 µM | hit rate 0.51% among 330,000;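 active means GFP response versus DMSO above a set limit, roughly screen mean plus 3 SD, cut at about 180% in these data; inconclusive means fewer than 70 cells counted for a yeast strain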;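 further: median GFP fluorescence of the barcode-gated MEP2-GFP cells per well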
# AGP1 TOR yeast – modulators of AGP1-GFP expression in yeast TOR pathway, primary screen, cell-based, multiplex flow cytometry, S. cerevisiae, MLPCN library. 3 h; GFP as percent of DMSO wells. AID 2066, 2009. hit rate 0.02% among 320,000. GFP response vs DMSO, % at 10 µM;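 active means GFP response relative to DMSO above a set limit, near screen average plus 3 SD, cut at about 150% in these data; inconclusive means fewer than 70 cells counted for the yeast strain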;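 further: median GFP channel fluorescence of the gated AGP1 strain per well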
# RPL19A-GFP yeast – RPL19A-GFP expression modulators in yeast, primary screen, cell-based, S. cerevisiae, multiplex flow cytometry, MLPCN | percent response vs DMSO, % at 10 µM | hit rate 0.3% among 330,000 | S. cerevisiae RPL19A-GFP strain, 3 h; active compounds read low;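 active means percent response vs DMSO below 50%; inconclusive means fewer than 70 events counted for the yeast strain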;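 further: median channel GFP fluorescence of the barcoded RPL19A-GFP strain; ratio of sample median GFP to plate DMSO average so 100% = DMSO; lower means less RPL19A-GFP as with rapamycin TOR inhibition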
# Efflux pump inh – inhibitors of Candida efflux pumps in yeast, primary screen, S. cerevisiae, Nile Red, multiplex; S. cerevisiae Candida pump triplex; inhibition, % at 10 µM; hit rate 0.44% among 330,000; AID 485275, 2010;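 active means plate passing quality check with inhibition over a set limit, or well fluorescence over plate mean plus 4 SD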;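 further: Nile Red retained in pooled yeast measured as flow cytometry median fluorescence; 0% = buffer negative control and 100% = Enniatin B positive control; higher means more Nile Red kept so more efflux inhibition; some compounds called inactive have numbers as strong as hits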
# CIT2-GFP yeast – modulators of CIT2-GFP expression in yeast, primary screen, S. cerevisiae, GFP fusion, multiplex flow cytometry, MLPCN library; S. cerevisiae CIT2-GFP strain, 3 h; 100 means same as DMSO wells; hit rate 0.065% among 320,000; GFP response vs DMSO, % at 10 µM;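 active means GFP response relative to DMSO above a set limit, near the screen mean plus 3 SD, cut at about 150% in these data; inconclusive means Fewer than 70 cells measured for a yeast strain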;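 further: ratio of well median GFP fluorescence to mean of DMSO wells on the plate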
# Yeast superoxide – reduction of superoxide in aged yeast, primary screen, HTS | S. cerevisiae aged cells, superoxide DHE fluorescence; active compounds read low | superoxide response (% of plate mean), % at 10 µM | hit rate 0.18% among 330,000;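 active means superoxide response under a set limit, about three screen SD below normal, cut at about 65% in these data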;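 further: yeast aged for seven days with compound at 30 °C before DHE staining; 100% = average MFI of all compound-treated wells on the plate with controls excluded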
# LAP4-GFP MLPCN – modulators of LAP4-GFP expression in yeast, primary screen, S. cerevisiae, multiplex flow cytometry, MLPCN library | 3 h; median GFP as percent of DMSO wells | GFP response vs DMSO, % at 10 µM | hit rate 0.34% among 320,000;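 active means GFP response vs DMSO above a set limit, about the screen mean plus 3 SD, cut at about 150% in these data; inconclusive means under 70 cell events counted for the yeast strain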
# AHR act – AHR activators, primary screen, cell-based, luminescence, luciferase reporter, human | Aryl hydrocarbon receptor (Homo sapiens), P35869 | AHR-responsive luciferase reporter cells | activation, % at 5 µM | hit rate 2.5% among 320,000 | AID 2796, 2010; in the data active means activation above about 47%;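 further: 0% = vehicle wells and 100% = reference agonist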
# Target sequence (P35869 whole entry, looked up): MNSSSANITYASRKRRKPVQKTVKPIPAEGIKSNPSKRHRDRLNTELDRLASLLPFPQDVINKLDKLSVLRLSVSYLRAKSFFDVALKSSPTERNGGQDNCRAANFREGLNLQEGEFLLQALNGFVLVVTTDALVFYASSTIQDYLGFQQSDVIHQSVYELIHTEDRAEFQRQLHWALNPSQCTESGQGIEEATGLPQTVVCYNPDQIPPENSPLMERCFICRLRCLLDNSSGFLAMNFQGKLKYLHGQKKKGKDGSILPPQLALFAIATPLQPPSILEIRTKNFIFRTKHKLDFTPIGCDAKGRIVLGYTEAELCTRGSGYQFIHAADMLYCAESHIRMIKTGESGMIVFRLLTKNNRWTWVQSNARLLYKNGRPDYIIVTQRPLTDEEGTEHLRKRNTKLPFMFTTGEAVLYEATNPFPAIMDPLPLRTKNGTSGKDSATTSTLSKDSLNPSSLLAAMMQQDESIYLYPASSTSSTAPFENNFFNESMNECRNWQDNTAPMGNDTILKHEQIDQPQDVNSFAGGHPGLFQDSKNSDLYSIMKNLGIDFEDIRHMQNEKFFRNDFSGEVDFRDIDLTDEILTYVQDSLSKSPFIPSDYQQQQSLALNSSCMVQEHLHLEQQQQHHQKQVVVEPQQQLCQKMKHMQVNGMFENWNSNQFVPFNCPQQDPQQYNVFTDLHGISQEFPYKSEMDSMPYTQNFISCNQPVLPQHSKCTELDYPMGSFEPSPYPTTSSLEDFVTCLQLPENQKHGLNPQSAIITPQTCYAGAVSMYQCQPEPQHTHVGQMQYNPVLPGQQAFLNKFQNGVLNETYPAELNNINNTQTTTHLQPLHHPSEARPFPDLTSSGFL
# * hit, by the source's call; u = inconclusive; x = no result given; [ ] = another dose, or the depositor's remark.
SMILES,MEP2 TOR yeast,AGP1 TOR yeast,RPL19A-GFP yeast,Efflux pump inh,CIT2-GFP yeast,Yeast superoxide,LAP4-GFP MLPCN,AHR act
Cc1cc(C(=O)OCC(=O)NCc2ccco2)c(C)o1,90.3,92.3,90.9,0.0,89.9,93.9,85.6,-1.2
CCCCOc1ccc(NC(=O)C(=O)NCCCn2ccnc2)cc1,104.4,100.3,105.3,-0.1,98.4,89.2,100.8,13.2
CCCCC1=CC2=C(c3ccco3)C(=O)C(C)(OC(=O)c3ccc(OC)cc3)C(=O)C2=CN1Cc1ccccc1 (stereo not drawn),98.9,98.9,96.5,0.1,100.8,102.1,96.0,4.3
O=C(/C=C/c1ccco1)Nc1ccc(C(=O)N2CCOCC2)cc1,98.3,93.0,102.8,0.1,99.1,100.4,90.2,1.3
CCOC(=O)c1c(NCC2CCCO2)c2ccccc2[nH]c1=O (stereo not drawn),93.7,87.8,88.6,0.1,86.5,93.8,91.4,4.0
Cc1ccc(NC(=O)N/C=C/c2ccccc2)cc1,102.1,99.6,103.1,-0.2,112.2,79.5,112.4,1.9
CC(=O)Nc1ccc(S(=O)(=O)NC2(C(F)(F)F)NC(=O)N(c3ccc(C)cc3)C2=O)cc1 (stereo not drawn),104.6,101.1,98.1,0.3,97.1,108.9,99.1,0.6
O=C(Nc1ccc2c(c1)OCO2)C1CCCCN1S(=O)(=O)c1ccccc1 (stereo not drawn),95.4,95.8,95.2,-0.2,96.4,107.6,92.2,37.5
Cc1ccc2nsnc2c1NC(=O)c1cccnc1Cl,102.2,101.6,103.3,0.0,103.4,103.9,89.9,-0.2
CN(C)CCCOC(=O)COc1ccc(Br)cc1,103.2,99.3,94.9,0.1,95.2,104.0,101.7,0.8
CC1CN(CCC(=O)Nc2ccccc2F)CC(C)O1 (stereo not drawn),109.1,105.6,102.9,-0.1,106.2,96.1,96.7,1.1
COc1ccc(-c2cc(C(=O)Nc3cccnc3Cl)no2)cc1OC,u,u,24.2*[may fluoresce violet],0.1,u,107.3,64.7[may fluoresce violet],0.0
Cc1sc2nc(CC(N)=O)[nH]c(=O)c2c1-c1ccccc1,93.1,93.5,95.6,0.0,96.2,128.1,88.6,33.8
COc1ccc(-c2ccnc(SCC(=O)c3ccc(Cl)cc3)n2)cc1,97.0,86.3,96.1,0.4,87.7,96.0,88.6,15.1
CCCC(=O)C1=C(O)C(C(=O)OC)C(C)(C)CC1=Nc1ccccc1 (stereo not drawn),u,88.6[may fluoresce violet],77.1[may fluoresce violet],0.0,u,98.8,u,5.5

# 4 entries from above, sorted by the number in AHR act, low to high.
structure	AHR act
O=C(/C=C/c1ccco1)Nc1ccc(C(=O)N2CCOCC2)cc1	1.3
CCCCC1=CC2=C(c3ccco3)C(=O)C(C)(OC(=O)c3ccc(OC)cc3)C(=O)C2=CN1Cc1ccccc1 (stereo not drawn)	4.3
Cc1sc2nc(CC(N)=O)[nH]c(=O)c2c1-c1ccccc1	33.8
O=C(Nc1ccc2c(c1)OCO2)C1CCCCN1S(=O)(=O)c1ccccc1 (stereo not drawn)	37.5

# Going on with the list:
SMILES,MEP2 TOR yeast,AGP1 TOR yeast,RPL19A-GFP yeast,Efflux pump inh,CIT2-GFP yeast,Yeast superoxide,LAP4-GFP MLPCN,AHR act
CCNS(=O)(=O)c1ccc(NC(=O)c2cccnc2)cc1,108.3,105.4,101.8,0.0,106.0,107.2,103.6,2.8
O=C(O)c1ccc2c(=O)n3c(nc2c1)/C(=C/c1ccccc1OC(F)F)CC3,90.5,95.2,104.0,-1.2,106.5,105.7,97.7,1.1
O=c1ncn(-c2ccc(F)cc2)c2ncccc12,95.4,99.2,95.7,0.2,96.4,99.8,94.5,0.4
Cn1ncc(N=Cc2ccccc2)c1C(=O)Nc1cccc(Cl)c1,107.5,111.5,109.3,0.0,94.8,99.5,108.2,16.4
COc1ccc(-c2ccc(C#N)c(SCC(=O)NC3CC3)n2)cc1OC,88.0,94.7,94.3,0.2,83.2,106.0,103.1,6.6
CC(CN(C)Cc1ccccc1)OC(=O)c1cccc(F)c1 (stereo not drawn),104.3,98.5,102.1,0.0,105.1,97.0,96.4,-2.8
CC(=O)Oc1cccc(/C=C2\C=C(c3ccc(C)cc3)OC2=O)c1,92.5,84.2,93.7,0.0,89.6,102.6,91.8,1.2
CN(Cc1cccs1)S(=O)(=O)c1ccc(Cl)cc1F,110.2,95.5,98.4,0.5,97.0,94.0,102.7,-5.0
CN(C(=O)COC(=O)C1CCN(S(=O)(=O)c2cccs2)CC1)c1ccccc1,91.2,102.0,100.1,0.1,97.5,106.7,103.5,-0.4
Cc1cc(C)n(C(=O)Cn2nc([N+](=O)[O-])cc2C)n1,96.7,98.2,98.8,0.1,96.6,102.8,97.8,2.2
O=C(Nc1cccc(C(F)(F)F)c1)c1ccc2nc(-c3ccco3)c(-c3ccco3)nc2c1,102.9,93.2,98.6,0.0,95.5,108.6,105.7,1.6
NC(=O)C1(N2CCCCC2)CCN(S(=O)(=O)c2ccc(Cl)s2)CC1,105.4,99.9,99.8,0.1,95.5,116.8,102.8,-0.3
CCOc1ccc(N2CC(C(=O)Nc3cc(S(=O)(=O)N4CCCCC4)ccc3C)CC2=O)cc1 (stereo not drawn),105.8,94.2,95.8,0.1,94.4,91.8,100.0,3.1
O=C(Nc1ccc(Cc2ccc(NC(=O)C3CC3)cc2)cc1)C1CC1,86.4,90.1,90.1,0.0,93.4,89.2,91.9,4.8
CNC[C@H]1Oc2c(NS(=O)(=O)c3ccc(F)cc3)cccc2C(=O)N([C@H](C)CO)C[C@@H]1C,93.5,95.3,98.6,0.0,103.9,113.3,93.7,0.9
Cc1ccc(SCCC(=O)N/N=C/c2ccncc2)cc1,100.6,95.7,98.6,0.3,99.7,100.0,100.2,11.0
CCOC(=O)N1CCN(S(=O)(=O)c2ccc(C(=O)Nc3nnc(C4CC4)o3)cc2)CC1,116.7,110.0,102.5,0.0,111.9,95.6,106.5,8.0
CCCn1cc(S(=O)(=O)c2ccccc2)c(=O)c2cc(CC)ccc21,89.7,93.8,91.6,-0.2,93.2,109.1,88.0,-1.3
COc1ccc(/C=N/NC(=O)c2ccccc2O)cc1Cn1cc(Cl)cn1,105.0,101.7,96.2,0.1,101.3,102.2,94.8,9.4
Cn1c2ccccc2c2cc(/C=N/NC(=O)c3cc(O)cc(O)c3)ccc21,104.4,96.1,94.3,0.1,111.1,113.1,95.9,1.6
O=c1cc(Nc2ccc3c(c2)OCCO3)[nH]c(=O)n1Cc1ccc(F)cc1,104.6,105.4,101.0,0.0,114.8,109.7,118.3,19.1
CCOc1ccc(CN2CCN(Cc3cnc(N4CCOCC4)s3)CC2CCO)cc1 (stereo not drawn),99.3,101.5,97.4,-0.1,104.7,89.3,102.2,0.1
O=C(NCC1CC1)Nc1ccc(Cl)cc1,105.7,101.2,101.9,-0.1,99.5,90.8,101.2,7.0
Cc1cccc(NC(=O)c2cc(Cl)nc3ccccc23)n1,86.7,95.7,97.1,0.1,105.5,85.7,113.7,16.2
Cc1ccccc1NC(=O)C(C)n1c2ccccc2c2nc(=O)cc(C)n21 (stereo not drawn),105.7,104.7,101.5,0.1,107.8,94.0,105.5,4.0
CCOC(=O)N1CCC(N2CCN(S(=O)(=O)c3ccc(NC(C)=O)cc3)CC2)CC1,96.7,92.4,93.4,-0.1,94.0,99.5,92.0,-1.5
CCN1CCN(C(c2cccs2)C(C)NS(=O)(=O)c2ccccc2)CC1 (stereo not drawn),112.0,112.8,111.3,0.0,125.4,105.2,116.0,3.1
CNCCCOc1ccc2c(c1)CCC2,103.4,105.8,94.0,0.0,99.1,102.8,100.4,1.5
COc1ccccc1OCCn1c(=O)n(C)c2ccccc21,96.9,104.5,95.6,-0.1,88.7,98.8,108.8,6.1
COc1cccc(/C=N/NC(=O)CCc2n[nH]c(=O)[nH]c2=O)c1O,104.9,103.1,104.4,-0.3,109.3,107.5,90.5,1.5
CCN1C(=S)N[C@@H](CCc2ccccc2)C(C(=O)OC)=C1C,98.0,92.5,94.0,-0.3,90.2,88.4,94.8,53.0*
O=C(Nc1cccc(Br)c1)c1ccccc1-c1ccccc1,99.8,99.0,101.9,-0.3,95.6,95.0,98.3,0.9
CCC(=O)Nc1ccc(-c2nnc(SCC(=O)NCC3CCCO3)n2C)cc1 (stereo not drawn),95.0,99.6,102.9,0.5,104.0,112.9,97.0,-0.6
Cc1nc2sc(C(c3cccc(F)c3)N3CCCCC3)c(O)n2n1 (stereo not drawn),99.4,90.2,96.4,0.1,91.8,89.3,92.5,6.9
O=C(Nc1ccccc1Cl)c1cc(S(=O)(=O)N2CCOCC2)cs1,100.0,101.7,101.1,-0.2,104.7,97.9,102.2,-4.7
O=C(O)c1ccc(N2C(=O)c3cccc(Oc4ccc(Cl)cc4)c3C2=O)cc1,102.8,100.3,108.3,0.0,106.5,119.3,88.0,-1.3
Cc1nn(-c2ccccc2C(F)(F)F)c(=O)c2noc(C)c12,90.7,119.2,98.9,-0.1,124.1,110.6,118.5,-1.2
O=C(c1ccc(S(=O)(=O)c2ccccc2Cl)c([N+](=O)[O-])c1)N1CCCCCC1,89.6,85.5,90.7,-4.2,106.0,96.5,84.4,-1.2
O=C(O)CSc1nc2ccc(C(=O)c3ccccc3)cc2[nH]1,108.2,103.5,105.5,0.0,101.6,106.6,93.5,x
CCN1CCN(C(C)C(=O)Nc2c(C)n(C)n(-c3ccccc3)c2=O)CC1 (stereo not drawn),111.9,107.9,103.6,0.0,105.1,102.1,99.0,2.2
CCCOc1ccc(-c2c(C(=O)N/N=C/c3ccccc3OCC)nnn2-c2nonc2N)cc1,105.3,104.2,103.1,0.0,108.1,94.1,102.5,5.2
C/C(=N\Nc1ccccn1)c1ccc(OC(F)F)cc1,95.6,99.3,99.6,0.0,87.2,92.3,104.7,3.4
CSc1nc2ccc(S(=O)(=O)N3CCCC3)cc2s1,98.5,102.1,92.9,0.5,72.9,99.6,177.3*,2.2
O=[N+]([O-])c1ccc(Sc2ccccn2)nc1,101.9,114.2,101.7,-0.1,107.5,109.9,113.1,8.4
CCOC(=O)C(Cc1ccccc1)C(=O)NCc1ccccc1 (stereo not drawn),110.1,107.8,109.3,-0.1,106.2,95.8,99.1,1.2

# Next part; the last 2 above are carried over.
SMILES,MEP2 TOR yeast,AGP1 TOR yeast,RPL19A-GFP yeast,Efflux pump inh,CIT2-GFP yeast,Yeast superoxide,LAP4-GFP MLPCN,AHR act
O=[N+]([O-])c1ccc(Sc2ccccn2)nc1,101.9,114.2,101.7,-0.1,107.5,109.9,113.1,8.4
CCOC(=O)C(Cc1ccccc1)C(=O)NCc1ccccc1 (stereo not drawn),110.1,107.8,109.3,-0.1,106.2,95.8,99.1,1.2
COc1ccccc1NC(CC(=O)c1ccccc1)C(=O)OCC(=O)c1ccc(C)cc1 (stereo not drawn),104.6,104.6,106.5,-0.1,110.8,120.1,87.8,15.3
COc1ccc(NS(=O)(=O)c2ccc(C)c(NC(=O)CN3C(=O)NC4(CCCC4)C3=O)c2)cc1,99.2,93.1,95.8,0.1,96.3,88.5,95.9,-0.6
COC(=O)c1cnn2c3c(c(C)nc12)CCCC3,108.6,x,98.7,-0.1,104.2,103.1,110.7,2.1
O=C(Oc1ccccc1[N+](=O)[O-])c1cccnc1,97.1,87.0,93.1,-0.1,105.5,110.4,95.1,22.3
O=S(=O)(c1cccc(Cl)c1)N1CCSc2ccccc21,90.3,88.7,89.7,0.0,81.1,93.4,93.3,3.0
O=[N+]([O-])c1ccc(Cl)cc1CN1CCCCCC1,109.1,101.3,102.3,0.0,102.2,102.7,99.5,7.5
